Compound activity deposited in PubChem by Broad Institute.
ERp5 inh: inhibitors of ERp5-driven insulin aggregation, primary screen, biochemical, turbidity, absorbance 650 nm, single point | 90 min | inhibition, % at 9.99 µM | 350,000 compounds, 0.05% hits | AID 651711, 2012;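 active = mean replicate inhibition above about 25%, with every replicate also reaching it, limit read from the data, passing the limit was not always enough; inconclusive = only one of those two criteria met; inactive = neither criterion met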
Target sequence (Q15084 whole entry, looked up): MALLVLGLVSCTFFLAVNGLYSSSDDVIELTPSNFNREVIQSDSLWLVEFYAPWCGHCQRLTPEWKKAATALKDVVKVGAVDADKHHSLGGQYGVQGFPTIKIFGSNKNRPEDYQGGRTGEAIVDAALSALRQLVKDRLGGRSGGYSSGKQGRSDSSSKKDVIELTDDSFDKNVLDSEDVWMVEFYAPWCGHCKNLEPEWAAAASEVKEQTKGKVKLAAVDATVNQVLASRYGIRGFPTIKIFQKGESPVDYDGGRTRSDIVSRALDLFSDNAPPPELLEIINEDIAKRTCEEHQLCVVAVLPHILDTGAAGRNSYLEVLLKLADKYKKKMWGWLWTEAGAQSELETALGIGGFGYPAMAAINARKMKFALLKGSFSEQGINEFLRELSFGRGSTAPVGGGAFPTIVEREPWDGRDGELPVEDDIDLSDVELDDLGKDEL
PAX8 inh HTS: inhibitors of PAX8-driven TPO luciferase reporter, primary screen, RMG-I cells, single concentration; SteadyGlo, 24 h; inhibition, % at 12.6 µM; 360,000 compounds, 1.2% hits;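 active = mean replicate inhibition at least 60% with every replicate also reaching 60%; inconclusive = only one of the two criteria is met; inactive = mean below 60% and not all replicates reaching 60%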;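 note: luciferase light reporting Pax8 driven TPO promoter activity; plate controls were median of neutral control wells for no effect and mitoxantrone controls for full effect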
XiGFP reactiv: activators of inactive X chromosome reactivation, primary screen, imaging, XiGFP fibroblasts, GFP high-content imaging, set 2; XiGFP mouse fibroblasts, % GFP-positive cells imaging, 3 d; cells co-treated with 5-aza-dC sensitizer; scaled so ellipticine positive control = 100%; activation, % at 7.58 µM; 360,000 compounds, 0.055% hits;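 active = mean normalized replicate activation at least 10% and every replicate at or above 10%; inconclusive = only one of the two criteria met; inactive = mean below 10% and not all replicates reach 10%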;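 note: 0% = median of on-plate neutral control wells and 100% = ellipticine 6 µM median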
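Schedule: 3 d treatment, 15 min room-temperature fixation; system: 68-5-11 XiGFP fibroblast line; buffer or medium: DMEM plus 5-aza-dC sensitizer; control set: ellipticine 6 µM positive control; compound: one concentration, pinned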
F508del corr: F508del CFTR correction, initial screen, CFBE line, single point | activity (quench increase), % at 7.58 µM | 350,000 compounds, 0.36% hits | AID 720511, 2013 | CFBE cells, YFP halide quenching; stimulated with forskolin plus potentiator P3; % fluorescence drop versus neutral controls;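 active = mean added fluorescence quench of at least 8% versus neutral control, with both replicates also reaching 8%; inconclusive = only one of the mean or replicate conditions met; inactive = mean below 8% and not both replicates reaching 8%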;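 note: cells transiently co-express mutant CFTR-F508del with the halide-sensitive YFP; corrector assay measuring rescue of mutant channel to the surface after 24 h compound exposure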
DENV2 CPE: inhibitors of DENV2 cytopathic effect, primary screen, cell-based, plate reader, single concentration; DENV2-infected cells, cytopathic effect rescue; CPE inhibition, % at 9.99 µM; 350,000 compounds, 1.7% hits; AID 651640, 2012; in the data active = CPE inhibition above about 20%, passing the limit was not always enough; inconclusive = no clear call, values can overlap the other calls; tested in BHK-21 cells;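 note: 0% = median of neutral control wells and 100% = median of positive control wells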
ARNT-TACC3 inh: disruptors of ARNT/TACC3 protein interaction, primary screen, biochemical, AlphaScreen, single concentration; Transforming acidic coiled-coil-containing protein 3 (Homo sapiens), Q9Y6A5; AlphaScreen His-ARNT PAS-B/GST-TACC3 binding, luminescence; TACC3 fragment carries E629A point mutation; inhibition, % at 9.99 µM; 390,000 compounds, 0.66% hits;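 active = mean inhibition of replicates at least 50% and at least half of replicates each reaching 50%; inconclusive = half or more replicates reach 50% but mean below 50%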;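 note: 0% = complete ARNT plus TACC3 wells and 100% = ARNT alone without TACC3; many hits fall short of the cut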
INS-1E GSIS act: GLuc luminescence reporter in INS-1E cells, primary screen for activators of glucose-dependent secretion of insulin; INS-1E GLuc reporter insulin secretion, 2-3 h; 370,000 compounds, 0.61% hits; activation, % at 16.6 µM; AID 743287, 2014;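 active = lowest replicate activation of at least 40%, so every replicate reaches that level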;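 note: 0% = median of neutral control wells and 100% = median of IBMX positive control wells; some compounds called inactive have numbers as strong as hits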
EWS-Fli inh: EWS/Fli-driven NR0B1 reporter inhibitors, primary screen, A673 cells, NR0B1 luciferase, luminescence, MLPCN library; viability-normalised; inhibition, % at 12.6 µM; 350,000 compounds, 0.67% hits; AID 651661, 2012;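 active = mean inhibition of at least 50% after viability correction, with every replicate also passing that limit; inconclusive = mean reaches 50% but only one of two replicates passes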;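 note: firefly luciferase signal divided by Alamar Blue viability fluorescence both relative to DMSO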
* = called active by the depositor.

Screening Cc1cc(Cl)ccc1OC(C)C(=O)Nc1cccc(S(=O)(=O)N2CCOCC2)c1 (stereo not drawn) returned ERp5 inh 0, PAX8 inh HTS 20, XiGFP reactiv 0.2, F508del corr -2.2, DENV2 CPE 0 and EWS-Fli inh 17.
For CC(=O)Nc1ccc(C2=CC(=O)CC(C)(C)C2)cc1 the results were ERp5 inh 4, PAX8 inh HTS -6, XiGFP reactiv 0.8, F508del corr 0.4, DENV2 CPE -10, ARNT-TACC3 inh 2, INS-1E GSIS act 1 and EWS-Fli inh -17.
`N=c1n(CC(=O)c2ccc([N+](=O)[O-])cc2)c2ccccc2n1Cc1ccccc1Cl` gave PAX8 inh HTS 4, XiGFP reactiv -0.3, ARNT-TACC3 inh 26, INS-1E GSIS act -3 and EWS-Fli inh 10.
For C[C@@H]1CN([C@@H](C)CO)C(=O)c2c(c3ccccc3n2C)-c2ccccc2CO[C@@H]1CN(C)Cc1cccc(C(F)(F)F)c1 the results were ERp5 inh 2, PAX8 inh HTS 56, XiGFP reactiv -0.1, F508del corr 4.3, DENV2 CPE -7, INS-1E GSIS act 6 and EWS-Fli inh 2.
`C[C@H](CO)N1C[C@H](C)[C@@H](CN(C)C(=O)NC2CCCCC2)Oc2cc(-c3cccnc3)ccc2S1(=O)=O` gave ERp5 inh 0, PAX8 inh HTS -12, XiGFP reactiv -0.3, F508del corr 1.1, DENV2 CPE -9, ARNT-TACC3 inh -1, INS-1E GSIS act -3 and EWS-Fli inh -5.
For COc1ccc(OC)c(NC(=O)c2ccc3c(c2)C(=O)N(c2ccc(OC(C)=O)cc2)C3=O)c1 the results were ERp5 inh 1, PAX8 inh HTS 10, XiGFP reactiv 0.0, F508del corr 0.2, DENV2 CPE -4, ARNT-TACC3 inh -8, INS-1E GSIS act 10 and EWS-Fli inh 7.
For CCc1cccc(NC(=O)[C@@H]2CCCN2C2=NS(=O)(=O)c3ccccc32)c1 the results were ERp5 inh 1, PAX8 inh HTS 7, XiGFP reactiv -0.1, F508del corr -1.3, DENV2 CPE 14, ARNT-TACC3 inh -4, INS-1E GSIS act 3 and EWS-Fli inh 7.
Screening COc1ccc(NC(=O)CCN2C(=O)/C(=C/c3ccc4c(c3)OCO4)SC2=S)cc1 returned ERp5 inh -4, PAX8 inh HTS 6, XiGFP reactiv -0.1, F508del corr -0.7, DENV2 CPE -2, ARNT-TACC3 inh -12, INS-1E GSIS act -2 and EWS-Fli inh -7.
COc1ccc(OC)c2[nH]c(=O)c(CCNC(C)=O)cc12 was read as ERp5 inh 0, PAX8 inh HTS -2, XiGFP reactiv 0.0, F508del corr -1.4, DENV2 CPE -7, INS-1E GSIS act 7 and EWS-Fli inh -8.
`Cc1cccc(S(=O)(=O)N2CCCCN3[C@@H](CO)[C@H](c4ccc(-c5ccncc5)cc4)[C@@H]3C2)c1` gave ERp5 inh -5, PAX8 inh HTS 5, XiGFP reactiv 0.0, F508del corr 0.8, DENV2 CPE -9, ARNT-TACC3 inh 0, INS-1E GSIS act 20 and EWS-Fli inh 9.
`Cc1c(NC(=O)C(C)OC(=O)c2ccc([N+](=O)[O-])s2)c(=O)n(-c2ccccc2)n1C` (stereo not drawn) gave ERp5 inh 9, PAX8 inh HTS -5, XiGFP reactiv 0.1, F508del corr -1.3, DENV2 CPE 0, ARNT-TACC3 inh 0, INS-1E GSIS act -19 and EWS-Fli inh 3.
Screening CCCNC(=O)[C@H]1[C@H](CO)[C@H]2Cn3c(cccc3=O)[C@H]2N1C(=O)C1CCCC1 returned ERp5 inh -8, XiGFP reactiv -0.1, F508del corr -1.7, DENV2 CPE -3, ARNT-TACC3 inh -12, INS-1E GSIS act 3 and EWS-Fli inh 1.
For O=C(N[C@@H]1CC[C@@H](CCNC(=O)C2CCC2)O[C@@H]1CO)c1ccccn1 the results were ERp5 inh -4, PAX8 inh HTS 3, XiGFP reactiv 0.0, F508del corr 0.4, DENV2 CPE 1, ARNT-TACC3 inh -2, INS-1E GSIS act 5 and EWS-Fli inh 0.
`O=C(C1CCOCC1)N1[C@@H](CO)[C@@H](c2ccccc2)C12CN(Cc1cccc(Cl)c1)C2` gave ERp5 inh -1, PAX8 inh HTS 6, XiGFP reactiv 0.1, F508del corr 3.0, DENV2 CPE -10, INS-1E GSIS act 4 and EWS-Fli inh -5.
For CCOC(=O)c1c(C)nc(C)c(C(=O)OCC)c1-c1ccco1 the results were PAX8 inh HTS -12, XiGFP reactiv 0.0, F508del corr -7.9, DENV2 CPE 0, ARNT-TACC3 inh -14 and EWS-Fli inh 13.
`OCCN1CCN(CCOc2ccccc2-c2ccccc2)CC1` gave ERp5 inh 4, PAX8 inh HTS 3, XiGFP reactiv -0.1, F508del corr 0.8, DENV2 CPE 9, ARNT-TACC3 inh 0, INS-1E GSIS act 3 and EWS-Fli inh 6.
CCC(=O)N(c1nnc(SC(C)C(=O)Nc2ccc(N3CCOCC3)cc2)s1)C1CC1 (stereo not drawn) was read as ERp5 inh 6, PAX8 inh HTS -41, XiGFP reactiv 0.1, F508del corr -0.2, DENV2 CPE -9, INS-1E GSIS act -5 and EWS-Fli inh 1.
`CCCOC(=O)C(C)Sc1n[nH]c(=O)[nH]c1=O` (stereo not drawn) gave ERp5 inh 3, PAX8 inh HTS 5, XiGFP reactiv 0.0, F508del corr 3.1, DENV2 CPE -5, ARNT-TACC3 inh 12, INS-1E GSIS act 9 and EWS-Fli inh -5.
CCCC#Cc1ccc2c(c1)O[C@H](CN(C)S(=O)(=O)c1cccc(F)c1)[C@@H](C)CN([C@@H](C)CO)S2(=O)=O was read as ERp5 inh -1, XiGFP reactiv 0.4, F508del corr 1.9, DENV2 CPE -11, ARNT-TACC3 inh 0, INS-1E GSIS act -12 and EWS-Fli inh 19.
Screening CN(C)c1cccc2c1c(NS(=O)(=O)c1cn(C)cn1)nn2C returned ERp5 inh 4, PAX8 inh HTS -2, XiGFP reactiv -0.1, F508del corr -0.7, DENV2 CPE 6, ARNT-TACC3 inh 31, INS-1E GSIS act 4 and EWS-Fli inh -29.
`COc1cccc(CNC(=O)CCCC(=O)Nc2cccc([N+](=O)[O-])c2)c1` gave ERp5 inh -1, PAX8 inh HTS 4, XiGFP reactiv 0.0, F508del corr 0.8, DENV2 CPE -6, ARNT-TACC3 inh 2, INS-1E GSIS act -18 and EWS-Fli inh 11.
For CNC[C@@H]1OCCCC[C@@H](C)Oc2ccc(NS(=O)(=O)c3cn(C)cn3)cc2C(=O)N([C@@H](C)CO)C[C@H]1C the results were PAX8 inh HTS 5, XiGFP reactiv 0.0, F508del corr -0.6, DENV2 CPE -5, ARNT-TACC3 inh -2, INS-1E GSIS act 19 and EWS-Fli inh -3.
O=c1cc(-c2ccccc2Cl)oc2c(Br)ccc(O)c12 was read as PAX8 inh HTS -197, XiGFP reactiv 0.0, F508del corr 0.8, ARNT-TACC3 inh 6, INS-1E GSIS act 4 and EWS-Fli inh -126.
For CCS(=O)(=O)N[C@@H]1CC[C@@H](CC(=O)NCc2ccc(Cl)cc2)O[C@@H]1CO the results were ERp5 inh -5, PAX8 inh HTS -10, XiGFP reactiv 0.1, F508del corr -0.6, DENV2 CPE -3, ARNT-TACC3 inh -3, INS-1E GSIS act 9 and EWS-Fli inh -1.
For O=C(CN1N=C(c2ccc(Cl)cc2)CCC1=O)NCc1cccnc1 the results were PAX8 inh HTS 12, XiGFP reactiv 0.1, ARNT-TACC3 inh 10 and INS-1E GSIS act 14.
C/C=C/c1ccc2c(c1)O[C@@H](CN(C)C(=O)Nc1cccc(F)c1)[C@@H](C)CN([C@H](C)CO)S2(=O)=O was read as ERp5 inh -2, PAX8 inh HTS 17, XiGFP reactiv 0.2, F508del corr 1.0, DENV2 CPE 0, ARNT-TACC3 inh 2, INS-1E GSIS act -17 and EWS-Fli inh 10.
Screening COC(=O)CCNC(=O)c1nn(Cc2ccccc2)c(=O)c2ccccc12 returned ERp5 inh 2, PAX8 inh HTS -38, XiGFP reactiv 0.1, F508del corr -2.2, DENV2 CPE -1, ARNT-TACC3 inh -6, INS-1E GSIS act 2 and EWS-Fli inh 1.
C[C@H]1CN([C@@H](C)CO)C(=O)c2cc(NC(=O)Nc3cccc4ccccc34)ccc2O[C@H]1CN(C)Cc1ccc(C(F)(F)F)cc1 was read as ERp5 inh -8, XiGFP reactiv -0.8, F508del corr 0.1, DENV2 CPE 7, ARNT-TACC3 inh 5, INS-1E GSIS act 2 and EWS-Fli inh 0.
Screening CCCC(=O)Nc1ccc2c(c1)C(=O)N(C)C[C@H](OC)[C@H](C)CN(CC1CCCC1)[C@@H](C)CO2 returned ERp5 inh 0, XiGFP reactiv 0.3, F508del corr -0.1, DENV2 CPE 4, ARNT-TACC3 inh 0, INS-1E GSIS act 18 and EWS-Fli inh 1.
Screening CC(=O)N1CCN(CC(=O)Nc2cccc(S(=O)(=O)N3CCCCCC3)c2)CC1 returned ERp5 inh 0, PAX8 inh HTS 2, XiGFP reactiv 0.0, F508del corr 0.0, DENV2 CPE -3, ARNT-TACC3 inh 3, INS-1E GSIS act -2 and EWS-Fli inh 6.
Screening CCN1CCN(c2c(Cl)cccc2NC(=O)c2ccc([N+](=O)[O-])o2)CC1 returned ERp5 inh -2, PAX8 inh HTS 7, XiGFP reactiv 0.0, F508del corr 0.1, DENV2 CPE 3, ARNT-TACC3 inh -3 and INS-1E GSIS act -4.
`Cc1cnc(=O)[nH]c1SCc1ccc(C(F)(F)F)cc1` gave ERp5 inh -3, PAX8 inh HTS 0, XiGFP reactiv 0.1, F508del corr -2.8, DENV2 CPE inconclusive, ARNT-TACC3 inh -1, INS-1E GSIS act -8 and EWS-Fli inh -7.
`C[C@@H]1CN([C@@H](C)CO)S(=O)(=O)c2ccc(-c3ccncc3)cc2O[C@H]1CN(C)C(=O)c1ccc2c(c1)OCO2` gave ERp5 inh -3, XiGFP reactiv 0.1, F508del corr -3.8, DENV2 CPE 4, ARNT-TACC3 inh 2, INS-1E GSIS act 12 and EWS-Fli inh 4.

Entries listed so far containing a furan ring, fused or not (2):
For CCOC(=O)c1c(C)nc(C)c(C(=O)OCC)c1-c1ccco1 the results were PAX8 inh HTS -12, XiGFP reactiv 0.0, F508del corr -7.9, DENV2 CPE 0, ARNT-TACC3 inh -14 and EWS-Fli inh 13.
Screening CCN1CCN(c2c(Cl)cccc2NC(=O)c2ccc([N+](=O)[O-])o2)CC1 returned ERp5 inh -2, PAX8 inh HTS 7, XiGFP reactiv 0.0, F508del corr 0.1, DENV2 CPE 3, ARNT-TACC3 inh -3 and INS-1E GSIS act -4.
